# Cneo AK release: Cryptococcus neoformans lysis via adenylate kinase release | C. neoformans lysis, adenylate kinase release luminescence, 4 h; normalised: neutral wells 0, clomiphene wells 100 | lysis activity, % at 15 µM | actives 0.2% (n = 360,000);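 active = mean lysis activity across replicates of at least 80%, whatever share of replicates individually reach that level; inactive = mean lysis activity below 80%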
#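 Test system: log-phase Cryptococcus neoformans yeast cells; Quantity: yeast cell density of 5 × 10^6 cells/mL; Buffer or medium: YPD; Doses: single compound concentration per well; Timing: 4 h at 37 °C static, read 1 h later; Measured by: AK luminescence; Read-out basis: lysis from increased AK signal; Control set: Clomiphene as positive control.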
# CFTR F508del cor: correctors of CFTR F508del function in bronchial epithelial cells | CFBE cells, YFP halide quenching; stimulated with forskolin plus potentiator P3; % fluorescence drop versus neutral controls | activity (quench increase), % at 7.58 µM | actives 0.36% (n = 350,000) | AID 720511;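 active = mean added fluorescence quench of at least 8% versus neutral control, with both replicates also reaching 8%; inconclusive = only one of the mean or replicate conditions met; inactive = mean below 8% and not both replicates reaching 8%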;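 note: cells transiently co-express mutant CFTR-F508del with the halide-sensitive YFP; corrector assay measuring rescue of mutant channel to the surface after 24 h compound exposure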
# PGC1a acetyl inh: PGC1a acetylation modulation, inhibitor mode. U2OS PGC1a acetylation, AlphaScreen anti-acetyl-lysine; with virally co-expressed GCN5 acetyltransferase. inhibition, % at 15.6 µM. actives 0.17% (n = 350,000);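 active = every replicate shows inhibition of at least 40%; inconclusive = mean inhibition at least 40% but some replicate below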;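 note: 0% = neutral control wells and 100% = positive control wells; some results beyond the cut were filed as inactive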
# FN deposition inh: fibronectin deposition inhibition; AID 743247; AH1F fibroblasts, Alexa488-fibronectin deposition fluorescence, overnight; actives 0.086% (n = 350,000); inhibition, % at 12.6 µM;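 active = mean inhibition across replicates of 30% or more, regardless of how many single replicates reach that level; inconclusive = mean under 30% yet at least half of replicates reach 30%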;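 note: positive control wells lacked labelled fibronectin entirely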
#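 Assay system: AH1F fibroblasts / Quantity: 10000 cells per well / Medium: DMEM plus 2% serum, read in PBS / Reagent: labelled fibronectin 24 nM / Dosing: single dose, pinned / Times: 1 h cell attachment, overnight exposure to compound and label / Signal: fluorescence, ex 485 nm, em 525 nm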
# INS-1E GSIS act: primary screen for activators of insulin secretion dependent on glucose, INS-1E cells, GLuc reporter luminescence. activation, % at 16.6 µM. actives 0.61% (n = 370,000). INS-1E GLuc reporter insulin secretion, 2-3 h. AID 743287;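 active = lowest replicate activation of at least 40%, so every replicate reaches that level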;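 note: 0% = median of neutral control wells and 100% = median of IBMX positive control wells; some compounds called inactive have numbers as strong as hits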
# C2C12 statin: protects C2C12 myotubes from simvastatin toxicity | actives 0.78% (n = 330,000) | ATP luminescence, 48 h; scaled: DMSO 0, geranylgeraniol control 100 | rescue of ATP level, % at 7.49 µM;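 active = mean ATP rescue above about 67%, or every replicate alone reaching that limit, limit read from the data, passing the limit was not always enough; inconclusive = no clear call, values can overlap the other calls; inactive = mean under the limit and some replicate under it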;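 note: myotubes were challenged with 10 µM simvastatin during compound exposure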
# miR-122 sensor: blocks miR-122 activity in Huh7 sensor cells | activation (reporter increase), % at 12.5 µM | Huh7 miR-122 Renilla luciferase sensor, 48 h; neutral wells = 0, positive control = 100 | actives 0.3% (n = 340,000);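 active = mean replicate activation score at least 90 and every replicate individually at or above 90; inconclusive = only one of the two criteria met; inactive = neither criterion met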;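 note: higher luciferase means less miR-122 activity so hits act as miR-122 inhibitors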
# PglD DTNB: inhibitors of Campylobacter jejuni PglD acetyltransferase | purified PglD enzyme, DTNB colorimetric CoA detection | inhibition, % at 12.5 µM | actives 0.098% (n = 360,000) | AID 602405; in the data active = inhibition above about 16%, passing the limit was not always enough; inconclusive = no clear call, values can overlap the other calls; note: strong numbers were not always called active
# Numbers without * were called inactive; ? = inconclusive; / = not tested or not shown; [ ] = remark or other dose.
compound | INS-1E GSIS act | CFTR F508del cor | Cneo AK release | C2C12 statin | PGC1a acetyl inh | PglD DTNB | FN deposition inh | miR-122 sensor
Cc1ccc(OCC(=O)N2CCC(N3CCCCCC3)CC2)cc1 | / | / | 2 | 0 | 9 | 0 | -7 | 4
O=C(c1cccc(-c2ccc(O)cc2)c1)N1CCOCC1 | / | / | -3 | -8 | -23 | 1 | 2 | 3
C[C@@H]1CCCCO[C@@H](CN(C)C(=O)c2ccccc2)[C@H](C)CN([C@@H](C)CO)C(=O)c2cc(NS(C)(=O)=O)ccc2O1 | 18 | 0.7 | 4 | -14 | -2 | 4 | / | -4[16.7 µM]
Cc1ccc(-c2nn(-c3ccccc3)cc2/C=N/NC(=O)CSc2nnc(C)n2-c2ccccc2)cc1 | -30 | / | 1 | / | 0 | -2 | / | -5
CCN1[C@@H]2c3ccc(C4=CCCCC4)c(=O)n3C[C@H]1[C@H](CO)[C@H]2C(=O)N1CCOCC1 | -5 | / | 1 | -21 | / | 0 | / | /
Cn1c(-n2c(-c3ccco3)nc3ccccc3c2=O)nc2ccccc21 | / | / | -15 | / | -1 | 0 | / | 6
COCCCn1c(SCc2cc(=O)[nH]c3ccccc23)nnc1-c1ccco1 | / | / | -1 | -10 | -5 | -1 | / | 20
CCOc1ccc(N(CC(=O)NCc2cccc(OC)c2)S(=O)(=O)c2c(C)noc2C)cc1 | / | / | 2 | / | / | 1 | 4 | -8
CCN(CC)S(=O)(=O)c1cccc(-c2nnc(SCC(=O)c3cc(C)n(C)c3C)o2)c1 | / | / | -3 | 5 | -31 | -1 | / | -3
O=[N+]([O-])c1cccc(S(=O)(=O)N2CN(c3ccc(Br)cc3)c3nc4ccccc4nc32)c1 | -32 | -0.4 | 0 | 0 | 3 | 2 | -2 | 1
C[C@H]1CN([C@@H](C)CO)C(=O)c2cc(NC(=O)CCC(F)(F)F)ccc2O[C@H]1CN(C)Cc1ccc(C(=O)Nc2ccccc2N)cc1 | 17 | -4.4 | 56 | 15 | 25 | -1 | / | 23[16.7 µM]
CCc1ccc(OCC(=O)NC2CCCCC2)c(Br)c1 | -14 | -3.4 | 0 | 8 | / | 2 | 0 | /
CN(C)CC(=O)N[C@H]1C=C[C@H](CC(=O)O)O[C@H]1CO | 5 | -1.2 | / | / | 5 | / | -2 | /
C[C@@H]1CN([C@@H](C)CO)C(=O)c2cc(N(C)C)ccc2O[C@@H](C)CCCCO[C@H]1CN(C)Cc1ccncc1 | -2 | 0.8 | 0 | 2 | -2 | -3 | / | -6[16.7 µM]
CCCCNC(=O)COC(=O)c1ccc(C)c(NC(=O)c2ccco2)c1 | 2 | -0.5 | / | / | 9 | / | 0 | /
CC(Sc1nnc(CN2CCCC2)n1Cc1ccccc1)C(=O)Nc1ccccc1 (stereo not drawn) | 6 | 5.3 | -1 | 13 | -16 | 0 | 8 | /
CN(C(=O)CSc1ncnc2sccc12)C1CCCCC1 | 2 | -2.9 | -1 | 1 | 2 | -5 | -9 | -6
O=C(CCc1nc2ccccc2c(=O)[nH]1)OCc1nnc(-c2ccccc2)o1 | / | / | -1 | -11 | 4 | -3 | / | -3
COc1ccc(NC(C)=O)cc1S(=O)(=O)NC1CCSc2ccccc21 (stereo not drawn) | -8 | -2.6 | 8 | 9 | / | 1 | 3 | 8
CC(Nc1ncnc2sccc12)c1ccccc1 (stereo not drawn) | -48 | 4.9 | -1 | -36 | / | -3 | -18 | -13
Cc1ccnc(NS(=O)(=O)c2ccccc2)n1 | 11 | -2.1 | 0 | -2 | -1 | 4 | / | /
CCOC(=O)c1csc(N/N=C2\CCCc3ccccc32)n1 | -5 | 1.0 | -1 | 5 | / | 0 | -2 | -1
C[C@@H]1C(=O)O[C@H]2[C@H](O)[C@@]34[C@H]5C[C@@H](C(C)(C)C)[C@]36[C@@H](OC(=O)[C@@H]6O)O[C@@]4(C(=O)O5)[C@@]12O | 8 | -1.6 | -1 | 1 | 2 | -2 | 0 | 3
N#C[C@@H]1N[C@H](CO)[C@H]1c1ccc(C2=CCCC2)cc1 | 2 | -1.3 | -4 | -3 | 2 | 1 | 10 | /
CO[C@@H]1CC[C@@H]2CCOc3ccc(C#N)cc3C(=O)N(C)C[C@H](C)C(=O)N(C)C[C@H]1O2 | 9 | / | 2 | 5 | / | 0 | -26 | /
COc1ccccc1Nc1ccc2nonc2c1[N+](=O)[O-] | -8 | -1.5 | 1 | -4 | / | -13 | -2 | -3
O=CNc1ccc(OC(=O)c2cncc(Br)c2)cc1 | -4 | -3.8 | 2 | 6 | -14 | -2 | 5 | -13
Cc1c(CCC(=O)O)c(=O)n2c([nH]c3ccccc32)c1C#N | -3 | / | 1 | 2 | -6 | -1 | -1 | -5
CC(=O)N(c1ccccc1)c1nnc(-c2cnc(C)cn2)s1 | 5 | 1.8 | / | / | ? | / | 3 | 1
O=C1CC(N2CCC(Cc3ccccc3)CC2)C(=O)N1CCc1ccccc1 (stereo not drawn) | -45 | 0.4 | / | 13 | -13 | / | / | -2

# The closing six records of the section above are carried over, then new ones follow:
compound | INS-1E GSIS act | CFTR F508del cor | Cneo AK release | C2C12 statin | PGC1a acetyl inh | PglD DTNB | FN deposition inh | miR-122 sensor
CO[C@@H]1CC[C@@H]2CCOc3ccc(C#N)cc3C(=O)N(C)C[C@H](C)C(=O)N(C)C[C@H]1O2 | 9 | / | 2 | 5 | / | 0 | -26 | /
COc1ccccc1Nc1ccc2nonc2c1[N+](=O)[O-] | -8 | -1.5 | 1 | -4 | / | -13 | -2 | -3
O=CNc1ccc(OC(=O)c2cncc(Br)c2)cc1 | -4 | -3.8 | 2 | 6 | -14 | -2 | 5 | -13
Cc1c(CCC(=O)O)c(=O)n2c([nH]c3ccccc32)c1C#N | -3 | / | 1 | 2 | -6 | -1 | -1 | -5
CC(=O)N(c1ccccc1)c1nnc(-c2cnc(C)cn2)s1 | 5 | 1.8 | / | / | ? | / | 3 | 1
O=C1CC(N2CCC(Cc3ccccc3)CC2)C(=O)N1CCc1ccccc1 (stereo not drawn) | -45 | 0.4 | / | 13 | -13 | / | / | -2
CN1C(C(=O)NCc2ccco2)=CC(c2ccc(F)cc2)=NS1(=O)=O | 6 | 0.0 | 7 | -4 | -1 | 4 | 3 | 2
O=C(O)CC/C(=N\NC(=O)CNC(=O)c1ccc(F)cc1)c1ccccc1 | -17 | -0.2 | 3 | -2 | 4 | -2 | 6 | 1
CCCOc1ccc(C(=O)CCNC(Cc2c[nH]c3ccccc23)C(=O)O)cc1 (stereo not drawn) | / | / | 0 | 16 | 6 | -4 | / | 3
CCOc1ccc(S(=O)(=O)N2CCN=C2Cc2ccccc2)cc1C | 7 | 0.8 | -4 | 9 | 0 | 4 | -3 | 2
O=C(NCc1ccc(F)cc1)C(Cc1ccccc1)NS(=O)(=O)c1cccs1 (stereo not drawn) | -12 | / | 18 | 5 | / | -6 | / | 5
O=C(c1ccc2nc(N3CCOCC3)sc2c1)N1CCCC1 | -8 | 2.5 | 1 | / | -6 | 0 | 3 | -2
CC(=O)N1CCc2cc(S(=O)(=O)CCC(=O)N3CCN(c4cc(C)ccc4C)CC3)ccc21 | -42 | -2.4 | -2 | 11 | 5 | -2 | -5 | -7
COc1ccccc1CC(=O)NC1CCC(C)CC1 (stereo not drawn) | 1 | -4.5 | / | 5 | 4 | / | / | -14
CCN(CC)C(=O)Cn1cc(C(=O)C(=O)NCCCN2CCCCC2)c2ccccc21 | 17 | -2.4 | -1 | / | / | / | 11 | /
CO[C@H]1CN(C)C(=O)c2ccc(NS(=O)(=O)c3ccc(-c4ccccc4)cc3)cc2OC[C@@H](C)NC[C@@H]1C | -9 | -3.0 | / | / | -6 | / | 6 | /
Cc1ccc(Cn2ccc(NC(=O)c3cc(-c4cccs4)on3)n2)cc1 | -25 | / | 4 | -5 | -9 | 1 | 5 | -1
COc1cc(C(=O)NCC2CCCO2)ccc1OCc1ccc(Cl)cc1Cl (stereo not drawn) | -23 | -2.0 | / | 53 | 2 | / | / | -1
CC(=O)N1C(=O)C(=C2C=C(C)OC(C)=C2)c2ccccc21 | / | / | -7 | 6 | / | 0 | 11 | 8
CC1(C)Cc2c(c(N3CCOCC3)nc3sc(C(=O)N4CCCCC4)c(N)c23)CO1 | / | 0.1 | 0 | 4 | -15 | 0 | -9 | -6
CC(C)NC(=O)Nc1ccc2c(c1)C(=O)N([C@@H](C)CO)C[C@@H](C)[C@@H](CN(C)C(=O)c1ccccc1)OCCCC[C@H](C)O2 | 14 | -0.6 | / | -37 | 4 | / | / | -4[16.7 µM]
O=S(=O)(c1ccccc1)N1CC[C@H]2[C@H](CO)Nc3ccc(-c4ccccc4F)cc3[C@H]21 | -34 | 0.4 | -5 | -5 | -7 | 0 | 18 | 51[16.7 µM]
CN(Cc1cnccn1)C(=O)C1CCC(=O)N(CCc2ccccc2)C1 (stereo not drawn) | -3 | -1.6 | -2 | -15 | 6 | -7 | 6 | -5
COC(=O)c1ccccc1NC(=O)c1cc2n(n1)C(C(F)F)CC(C(F)F)N2 (stereo not drawn) | / | / | 0 | -3 | 36 | -3 | / | -6
CN(C)c1ccc(NC(=O)CSc2nc(N)c(C(=O)Nc3ccc(N(C)C)cc3)s2)cc1 | 2 | / | -7 | / | -2 | -2 | -4 | -4
C=CCn1c(SC(C)C(=O)NC2(C#N)CCCCC2)nnc1-c1ccc(OC)cc1 (stereo not drawn) | / | / | 5 | 1 | / | -2 | 7 | 32
Cc1ccc2nc(SCc3nc4ccccc4c(=O)[nH]3)[nH]c2c1 | -3 | 0.6 | 0 | -14 | 9 | -10 | 4 | -9
COCCCNC(=O)c1ccccc1N(Cc1ccccc1)S(=O)(=O)c1ccccc1 | 0 | 0.9 | 1 | 2 | / | 0 | 8 | /

# 4 entries picked at random from those above:
compound | INS-1E GSIS act | CFTR F508del cor | Cneo AK release | C2C12 statin | PGC1a acetyl inh | PglD DTNB | FN deposition inh | miR-122 sensor
CN(Cc1cnccn1)C(=O)C1CCC(=O)N(CCc2ccccc2)C1 (stereo not drawn) | -3 | -1.6 | -2 | -15 | 6 | -7 | 6 | -5
Cc1ccc(Cn2ccc(NC(=O)c3cc(-c4cccs4)on3)n2)cc1 | -25 | / | 4 | -5 | -9 | 1 | 5 | -1
COc1cc(C(=O)NCC2CCCO2)ccc1OCc1ccc(Cl)cc1Cl (stereo not drawn) | -23 | -2.0 | / | 53 | 2 | / | / | -1
CO[C@H]1CN(C)C(=O)c2ccc(NS(=O)(=O)c3ccc(-c4ccccc4)cc3)cc2OC[C@@H](C)NC[C@@H]1C | -9 | -3.0 | / | / | -6 | / | 6 | /
